Compound activity from PubChem BioAssay.
AMA1-RON2 inh: AMA1-RON2 (P. falciparum) interaction inhibition. hit rate 0.2% among 360,000. AlphaScreen AMA1-biotinylated RON2 peptide binding. Potency, µM (top dose mostly 58.2 µM), inactives show at the highest dose activity change, negative = inhibition, most hits filed as inhibitors;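 further: 0% = vehicle wells and -100% = peptide control; nearly all actives have a fitted effect of over 45% in size; some results filed as inactive show a strong effect at the top dose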
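AMA1 (3D7) with his tag at 25 nM final met compounds first, then biotinylated RON2 peptide at 25 nM; detection used donor plus acceptor beads, 10 µg/mL apiece, read by AlphaScreen after 30 min at room temperature.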
TbPYK inhibitor: blocks Trypanosoma brucei pyruvate kinase | Q57TT1 | TbPYK enzyme, Kinase-Glo Plus ATP luminescence, 45 min | Potency, µM (series often up to 76.8 µM), for inactives: top-dose activity, negative = inhibition, usual class: inhibitors | hit rate 0.12% among 410,000; further: nearly all actives have a fitted effect of over 50% in size
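Enzyme and substrate buffer are dispensed first and compound is pin-transferred. ADP at 130 uM final then starts the reaction, which runs 45 min at room temperature. Detection reagent is added for 10 min before luminescence is imaged.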
Starred values were filed as active, the others as inactive; ? = inconclusive; [ ] = another dose, or the depositor's remark. The call rests on the fitted dose curve; in most records, active means well fitted curve in the direction sought with a large enough effect; inconclusive means small, poorly fitted or top-dose-only effect, or another doubt; inactive means no such curve, though single readings can be large; an effect the other way counts as inactive or inconclusive. Unless noted, on the % scale 0 is the no-effect control and ±100 the full control effect; potency means the concentration at half of the fitted maximal effect. These rows are one share of the data, so the mix of outcomes need not match the whole.

compound | AMA1-RON2 inh | TbPYK inhibitor
C(=NNc1ccc2ccccc2n1)c1ccccn1 | -21.1% | -16.3%
CC(OC(=O)Cc1ccc(Br)cc1)C(=O)NC1CCCC1 (stereo not given) | -9.9% | -2.5%
Cc1ccc(NC(=O)N2CCOCC2)cc1NC(=O)N1CCOCC1 | 0.8% | 2.8%
CCOc1ccc(CCN2C(=O)C(=O)N([C@@H](Cc3ccc(O)cc3)CN3CCC[C@H]3CN3C(=O)C(=O)NC[C@@H]3Cc3ccc(O)cc3)C[C@@H]2Cc2ccc(O)cc2)cc1 | -11.5% | 0.7%
CC(C)CC1C(=O)N(Cc2cn(CC3CCCCC3)nn2)CCS(=O)(=O)N1Cc1ccc(-c2ccc(F)nc2)cc1 (stereo not given) | 9.2% | 2.1%
CC1(Cc2ccc(Cl)cc2)C(=O)Nc2c(Cl)cccc21 (stereo not given) | -8.5% | -0.7%
Cc1ccc(NC(=O)CSc2nc3nn(-c4ccccc4)c(=O)c-3c3n2CCCCC3)cc1F | 9.4% | -10.2%
CCOC(=O)C1CC(=NO)c2ccc(OC)c(OC)c2C1 (stereo not given) | 14.5% | -8.4%
COc1ccc(S(=O)(=O)N(C)C[C@H]2OCc3cn(nn3)CCCC(=O)N([C@H](C)CO)C[C@@H]2C)cc1 | 8.3% | 10.1%
COc1cccc(CN2CCC(C(=O)NC(c3ccc4c(c3)OCO4)c3ccccn3)CC2)c1 (stereo not given) | 85.2%[activator] | -1.7%
CCN1C(=O)[C@H]2[C@H]3CN=C(SC)N3[C@@](C)(C(=O)OC)[C@H]2C1=O | -1.3% | -3.2%
CCOC(=O)N(C)c1c(CC)nc2c(OCc3ccccc3C)cccn12 | -1.6% | 2.9%
C[C@@]12C(=O)Nc3ccc(F)cc3C(=O)N1[C@H]1c3cc(Br)ccc3OC[C@@H]1[C@@H]2c1ccccc1 | -3.5% | 1.0%
COc1ccc(OC(F)(F)F)cc1CC1(C)C(=O)Nc2c(Cl)ccc(Cl)c21 (stereo not given) | 60.7%[activator] | -7.3%
O=C(Nc1ccc2c(c1)OCCO2)C1c2ccccc2OCC(=O)N1CC(F)(F)F (stereo not given) | 3.3% | 7.8%
CCN(CC)C(=O)c1cccc(-c2csc(C(C)(O)c3ccccc3)n2)c1 (stereo not given) | -3.0% | -4.1%
CC1CN(C(C)C)C(=S)N(c2ccccc2)C1=O (stereo not given) | -8.5% | 0.3%
COCCn1c(SCC(=O)Nc2ccc(OC)c(S(N)(=O)=O)c2)nc2ccccc2c1=O | 13.5% | -0.3%
CCN(c1ccccc1)S(=O)(=O)c1ccc(C(=O)Nc2cccc(NC(C)=O)c2)cc1 | -10.9% | 0.7%
CCCCN1Cc2ccccc2Oc2cc(Br)ccc2S1(=O)=O | 7.9% | 0.9%
C[C@]12C=CC(=O)C=C1CCC1C2CC[C@@]2(C)C1CCC21OCCO1 (stereo not given in full) | -5.5% | 5.3%
COc1cc(-c2ccc3oc(-c4cccc(C)c4)c(C#CC4(O)CCCCC4)c3c2)cc(OC)c1OC | -15.6% | -0.5%
COCCCNC(=O)CC1C[C@H](C(=O)N2CCCCC2)[C@@]2(C)c3[nH]c4ccccc4c3CCN2C1=O (stereo not given in full) | -5.4% | 2.6%
COc1ccc(NC(=O)C2(C)CCN2Cc2ccccc2Cl)cc1OC (stereo not given) | -13.0% | 6.5%
O=S(=O)(c1ccccc1)n1cc(-c2cccc3nccn23)c2ccccc21 | -13.7% | 0.8%

Some of the entries so far, with two lines to a compound:
Sequence of screens – AMA1-RON2 inh	TbPYK inhibitor
CCOC(=O)N(C)c1c(CC)nc2c(OCc3ccccc3C)cccn12
  -1.6%	2.9%
C[C@@]12C(=O)Nc3ccc(F)cc3C(=O)N1[C@H]1c3cc(Br)ccc3OC[C@@H]1[C@@H]2c1ccccc1
  -3.5%	1.0%

(further entries)
compound | AMA1-RON2 inh | TbPYK inhibitor
O=C(c1ccoc1)N1CCN(c2cc(-c3ccco3)nc3cc(-c4ccccc4)nn23)CC1 | -10.5% | -16.4%
O=C(Nc1ccccc1Cl)c1cc(C2CCCN(C(=O)CCc3ccccc3)C2)on1 (stereo not given) | 27.2% | 2.9%
O=C1C=CC(=Nc2ccc3c(c2)Cc2cc(F)ccc2-3)O1 | -15.1% | ?
O=C(COC(=O)/C=C/c1ccc(F)cc1)NC(=O)NCc1ccccc1 | -1.4% | 3.1%
COc1ccc(NC(=O)c2ccccc2NC(=O)C2CCCCC2C(=O)O)cc1 (stereo not given) | 3.3% | 1.5%
N=NC(=O)c1ccccc1Nc1c(O)[nH]c2ccccc12 | -0.8% | -19.0%
CN(CC(=O)Nc1ccccc1C(F)(F)F)C(=O)CSc1nnc(N)s1 | 10.4% | -2.7%
CCN(C(=O)CN1CCCC(C)C1)c1c(N)n(Cc2ccccc2)c(=O)[nH]c1=O (stereo not given) | -3.5%[11.6 µM] | -6.2%
Cn1nc(CC#N)c2c(=N)n(N)cnc21 | 76.4%[activator] | -2.2%
CCN(C(=O)COC(=O)CCCOc1ccc(Cl)cc1C)c1c(N)n(Cc2ccccc2)c(=O)[nH]c1=O | 1.8% | -0.6%
COc1cc(-c2cc(C(=O)Nc3ccc(C)c(S(=O)(=O)N4CCOCC4)c3)c3ccccc3n2)cc(OC)c1OC | 0.0% | 2.6%
COc1ccc(-c2c(C#Cc3ccsc3)c3cc(-c4ccc(C(N)=O)cc4)ccc3n2C)cc1 | -7.2% | 2.8%
CCOc1ccccc1NC(=O)c1ccccc1N(C)S(=O)(=O)c1ccc(C)cc1 | -13.1% | 4.4%
Cc1ccc(NC(=O)COC(=O)C2(CC(=O)NC(C)(C)C)CCCC2)cc1C | -0.3% | -8.7%
COC(=O)CCN1CCC2CC1c1cc(N3CCCCC3)ccc12 (stereo not given) | 0.0% | -6.3%
CCCNC(=O)C1(C)CCN(CCOc2ccc(Cl)cc2)C1 (stereo not given) | 0.6% | 8.2%
COc1ccc(-c2ccc3c(c2)CN(C(=O)NC2CCCCC2)Cc2cnnn2-3)cc1 | -3.0% | -2.5%
COc1ccc(-c2c(-c3ccc(C#N)cc3)oc(=O)c3cc(OC)c(OC)cc23)cc1 | 17.9% | 0.8%
C[C@]12CCC3C(CC[C@H]4C[C@H](O)CC[C@]34C)C1[C@@H](O)C[C@@H]2O (stereo not given in full) | -0.8% | -1.9%
O=C(NCc1ccccc1)c1cc(C2CCCCN2C(=O)c2ccc(Cl)cc2)on1 (stereo not given) | -16.1% | -10.2%
O=[N+]([O-])c1ccc(S(=O)(=O)NN=Cc2ccc3c(c2)OCO3)cc1 | -1.4% | -4.2%
COc1cc(CN2C(=O)C(Cc3ccccc3)ON=C2c2ncccc2C)cc(OC)c1 (stereo not given) | 1.0% | 3.3%
O=C(NCc1ccco1)c1cccc(-c2ccc3nncn3c2)c1 | 5.9% | 2.0%
COC(=O)[C@H](CC(C)C)NC(=O)/C=C/[C@H]1O[C@@H](n2ccc(=O)[nH]c2=O)[C@H](O)[C@@H]1O | 7.4% | -0.2%
OCC1OC(c2ccc(O)cc2O)C(O)C1O (stereo not given) | 8.3% | 1.3%
CC1(c2cccc(Br)c2)NC(=O)N(CC(=O)c2ccc3c(c2)OCO3)C1=O (stereo not given) | -1.9% | -2.5%
Cc1ccc(C(=O)C2CC2)cc1C | -8.7% | -1.9%
CCN(CC)CCNC(=O)C(=O)NCC1OCCN1S(=O)(=O)c1cccs1 (stereo not given) | 41.4%[activator] | -4.2%
CNc1cncc(-c2ccc(O)cc2)n1 | 16.8% | -3.4%
Cc1cccc(C(O)c2ncc(-c3ccc(C(F)(F)F)cc3)[nH]2)c1C (stereo not given) | 0.2% | 3.5%
COC(=O)C[C@H]1C[C@@H]2c3cc(NS(=O)(=O)c4cccc(OC)c4)ccc3O[C@@H]2[C@@H](CO)O1 | 6.5% | -18.8%
Cc1ccc(S(=O)(=O)N2CCCCC2)cc1NC(=O)COC(=O)c1cccc(O)c1 | -5.0% | 3.5%
O=C(O)c1ccc(CN2C[C@@H](CO)O[C@@H](n3cnc4c(Nc5ccccc5)ncnc43)C2)cc1 | -0.5% | -2.3%
O=C(c1ccco1)N1CCN(C(=O)c2ccc(CS(=O)c3ccc(Br)cc3)o2)CC1 (stereo not given) | -0.8% | -1.4%
Cc1cc(C)nc(NNS(=O)(=O)c2c(F)cc(F)cc2Br)n1 | 27.5%[11.6 µM] | 0.6%
CCOc1ccc(NC(=O)COC(=O)c2c[nH]c3ccccc23)cc1 | 4.0% | -3.7%
O=C1NC[C@H](CCCCN2C[C@H](Cc3ccccc3)N(CCc3ccccc3)C(=O)C2=O)N(CCc2ccc(O)cc2)C1=O | 3.9% | 5.7%
CCN1C(=O)[C@H]2[C@H]3CN=C(SCc4ccc(C(=O)OC)cc4)N3[C@@](CC)(C(=O)OC)[C@H]2C1=O | 1.7% | -7.8%
O=C(COC(=O)c1cccc(Br)c1)NCC1CCCO1 (stereo not given) | -0.1% | 7.6%
C[C@H](CO)N1C[C@H](C)[C@@H](CN(C)S(=O)(=O)c2ccc(F)cc2)Oc2c(NC(=O)c3ccncc3)cccc2C1=O | 15.1% | -3.8%
CCOC(=O)C(C(=O)c1ccccc1)C(c1ccccc1)c1nccc2ccccc12 (stereo not given) | -1.2% | 1.3%
Cc1ccccc1NS(=O)(=O)c1ccc(C(=O)N(C)CC(=O)Nc2ccccc2Br)cc1 | -2.0% | 5.9%
O=C1CCN(Cc2ccccc2)C(=O)N1 | 4.5% | -3.5%
Nc1ccn(CCCN2CCN(Cc3cccc4ccccc34)CC2)c(=O)n1 | 2.8% | 0.1%
C=CCC12C=C(OC)C(=O)OC(OC)(C1O)[C@H](c1ccc3c(c1)OCO3)[C@H]2C (stereo not given in full) | 5.9% | 3.1%
CCOC(=O)C1=C[C@@H](C(C)(C)C)N(S(=O)(=O)c2ccccc2C)[C@H]1c1ccc(Cl)cc1 | 3.7% | -3.7%
O=C(O)C1=C[C@@H](c2ccccc2)C[C@@H](OCCCCO)O1 | -0.3% | 0.6%
CC(C)CC(CO)N1CCN(C(=O)c2ccc(Cl)cc2)CCC1=O (stereo not given) | -3.8% | 3.8%
CN1C(=O)NC(=O)C1c1ccccc1 (stereo not given) | -8.4% | 5.2%
NP(=O)(Nc1ccccc1)Nc1ccccc1 | 6.1% | -6.5%

Molecules from the list above containing a cyano group:
compound | AMA1-RON2 inh | TbPYK inhibitor
Cn1nc(CC#N)c2c(=N)n(N)cnc21 | 76.4%[activator] | -2.2%
COc1ccc(-c2c(-c3ccc(C#N)cc3)oc(=O)c3cc(OC)c(OC)cc23)cc1 | 17.9% | 0.8%

(further entries)
compound | AMA1-RON2 inh | TbPYK inhibitor
COc1ccc(S(=O)(=O)N2CCCCC2)cc1NC(=O)CCC(=O)N1CCC(c2ccccc2)=N1 | -4.2% | 5.8%
Nc1ncnc2c1ncn2[C@@H]1O[C@H](C(=O)N[C@@H](CO)c2ccccc2)[C@@H](O)[C@H]1O | 7.0% | 3.8%
Cc1ccc(S(=O)(=O)N2CCN(CCO)CC2)cc1-c1nnc2c3ccccc3c(C)nn12 | -0.4% | -8.2%
CCN(CC)C(=O)[C@H]1CC(CC(=O)NCCC2=CCCCC2)C(=O)N2CCc3c([nH]c4ccc(OC)cc34)[C@]12C (stereo not given in full) | -12.6% | 5.4%
COc1nc(NC2OC(CO)C(O)C(O)C2O)c(N)c(=O)[nH]1 (stereo not given) | 45.3%[activator] | -2.0%
COc1cccc(C(C)(O)c2nc(-c3cccc4cccnc34)cs2)c1 (stereo not given) | 1.8% | -4.1%
Cc1ccn2c(NC3CCCCC3)c(-c3ccc(SC4CCCCC4)cc3)nc2c1 | -2.3% | 3.0%
CC(=O)C(Cc1ccccc1)NC(=O)COC(=O)c1ccc(-n2cnnn2)cc1 (stereo not given) | 8.6% | -6.0%
O=C(NNC(=O)c1ccc([N+](=O)[O-])cc1)c1ccc(F)cc1 | 5.8% | -9.6%
O=C(NNC(=O)c1ccccc1Cl)c1ccc2c(c1)OCCO2 | 35.8%[activator] | -0.6%
Cc1ccc(S(=O)(=O)N2CCCc3ccccc32)cc1 | 0.0% | -9.2%
O=C(O)C(CCC(C(=O)O)c1ccccc1)c1ccccc1 (stereo not given) | -3.3% | 2.2%
O=C1C=CC(=O)N1c1ccc2c(c1)C(NC(=O)C(F)(F)F)c1ccccc1-2 (stereo not given) | 1.5% | ?
C[C@H](NC(=O)c1cccc([N+](=O)[O-])c1)C(=O)OCC(=O)c1ccccc1Br | 0.0% | 8.4%
CC(=O)O[C@H]1CC[C@@]2(C)C(=CC(=O)C3C2CC[C@@]2(C)C3C[C@H](OC(C)=O)[C@@H]2OC(C)=O)C1 (stereo not given in full) | 0.3% | -3.7%
CC1(c2nnnn2-c2ccc3c(c2)OCCO3)CCC(=O)N1Cc1ccc(F)cc1 (stereo not given) | 3.6% | 2.7%
Brc1ccc2c(c1)CN(CC1CCCCC1)Cc1cnnn1-2 | -7.4% | -5.5%
COc1ccc(-c2oc3ccc(N4CCOCC4)cc3c2C#CC2(O)CCCCC2)cc1 | -4.4% | -4.1%
COC(=O)c1ccc2nc(-c3cccc(Cl)c3)c(Cc3ccsc3)n2c1 | -0.4% | -3.3%
